Bioassay records as filed in PubChem.
Diaphorase inh: inhibits diaphorase or chemically oxidizes, flagging diaphorase assay artifacts. inhibition, % at 20 µM. AID 1217. 190,000 compounds, 0.69% hits. diaphorase resazurin-to-resorufin fluorescence, NADH, 16 min; bacterial (C. kluyveri) enzyme, not human;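 active = primary screen inhibition at 20 µM above a set limit, cut at about 50% in these data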;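 also: plate controls were DMSO with full reaction for no effect and wells lacking NADH for full effect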
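System: Bacterial diaphorase enzyme (C. kluyveri) | Incubation: 16-min room-temperature incubation before reading | Benchmarks: No-NADH positive control and DMSO neutral control | Measured by: Resorufin fluorescence 544/590 nm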
Redox H2O2 prof: compounds producing H2O2 with reducing agent – biochemical, NIH compound library profiling, artefact control for MLSCN library redox annotation, primary screen; DTT-dependent redox cycling H2O2, phenol red/HRP absorbance; 100% = 100 µM peroxide control, 0% = buffer; activation, % at 10 µM; 200,000 compounds, 0.03% hits; AID 878;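 active = activation of at least 50% relative to the plate's high and low controls in the primary single-dose screen; inactive = activation below 50%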;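 also: compound incubated with DTT at 0.8 mM final as the reducing agent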
PMI act: increases human mannose-6-phosphate isomerase activity; P34949; 190,000 compounds, 0.005% hits; purified human PMI, coupled resazurin fluorescence, 20 min; stronger effect = higher value; 1 = vehicle control, 0 substrate-free wells; AID 1214; activation factor at 20 µM;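 active = activation factor of 2 or more at 20 µM, relative to plate controls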
TLR4 MyD88 comp: blocks binding of human TLR4 to MyD88. O00206+Q99836. HeLa CL3-4 TLR4/MyD88 BLA complementation, FRET ratio. inhibition, % at 8.4 µM. 200,000 compounds, 0.18% hits. AID 861; in the data active = inhibition above about 25%;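 also: 0% = vehicle and 100% = reference inhibitor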
Target sequence (O00206 whole entry, looked up): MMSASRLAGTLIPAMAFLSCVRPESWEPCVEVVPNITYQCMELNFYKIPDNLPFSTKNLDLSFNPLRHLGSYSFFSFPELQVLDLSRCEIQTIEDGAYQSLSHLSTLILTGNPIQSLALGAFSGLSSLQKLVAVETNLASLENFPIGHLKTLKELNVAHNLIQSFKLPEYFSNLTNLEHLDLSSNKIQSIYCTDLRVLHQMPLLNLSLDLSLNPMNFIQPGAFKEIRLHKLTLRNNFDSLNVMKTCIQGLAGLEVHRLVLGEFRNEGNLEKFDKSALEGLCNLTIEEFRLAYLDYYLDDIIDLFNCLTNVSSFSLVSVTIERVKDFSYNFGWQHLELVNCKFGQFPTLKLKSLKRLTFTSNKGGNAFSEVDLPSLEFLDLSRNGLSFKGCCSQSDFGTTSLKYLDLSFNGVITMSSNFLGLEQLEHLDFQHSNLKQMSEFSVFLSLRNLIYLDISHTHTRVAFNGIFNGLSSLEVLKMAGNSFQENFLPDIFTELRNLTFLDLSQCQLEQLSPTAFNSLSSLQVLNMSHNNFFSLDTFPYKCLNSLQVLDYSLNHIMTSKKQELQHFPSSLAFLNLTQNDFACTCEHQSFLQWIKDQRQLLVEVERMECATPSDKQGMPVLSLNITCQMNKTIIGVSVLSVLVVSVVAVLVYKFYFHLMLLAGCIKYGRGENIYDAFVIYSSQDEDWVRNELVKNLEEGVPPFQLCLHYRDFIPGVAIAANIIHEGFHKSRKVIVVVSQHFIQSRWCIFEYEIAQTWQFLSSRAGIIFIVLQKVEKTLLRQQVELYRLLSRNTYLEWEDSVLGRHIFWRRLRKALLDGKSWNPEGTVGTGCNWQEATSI
Target sequence (Q99836 whole entry, looked up): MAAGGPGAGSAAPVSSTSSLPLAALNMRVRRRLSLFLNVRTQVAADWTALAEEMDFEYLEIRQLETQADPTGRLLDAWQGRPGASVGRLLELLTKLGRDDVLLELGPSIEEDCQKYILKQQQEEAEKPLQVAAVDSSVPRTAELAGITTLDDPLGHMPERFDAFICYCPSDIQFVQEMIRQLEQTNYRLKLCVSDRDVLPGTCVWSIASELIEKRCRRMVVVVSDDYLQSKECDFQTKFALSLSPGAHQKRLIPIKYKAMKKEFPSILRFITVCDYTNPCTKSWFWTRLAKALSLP
PMI act satM6P: increases human PMI activity with near-saturating mannose 6-phosphate; P34949; coupled PMI enzyme assay, resazurin fluorescence, 20 min; stronger effect = higher value; 1 = untreated enzyme, 0 = substrate-free blank; activation factor at 20 µM; 190,000 compounds, 0.34% hits; AID 1216;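 active = activation factor of 2 or more at 20 µM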
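Test system: Human PMI in coupled enzyme assay | Input: 15 ng/mL PMI | Medium: HEPES-buffered pH 7.4 with magnesium and detergent | Compound: One concentration, 20 µM, in 1% DMSO | Incubation: Enzyme reaction with compound 20 min at room temperature | Detection: Diaphorase-driven resazurin-to-resorufin fluorescence, excitation 544, emission 590 nm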
S1P3 antagonist: antagonists of human S1P3 receptor; CHO S1P3 NFAT-BLA reporter, FRET fluorescence, antagonist mode; inhibition, % at 4.98 µM; 170,000 compounds, 0.27% hits; AID 485;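 active = inhibition above the plate cutoff, the mean inhibition of test wells on that plate plus 3 SD, cut at about 28% in these data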;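 also: cells challenged with S1P at its EC80 of 0.8 µM; blue over green emission ratio from cleaved BLA substrate after 4 h stimulation; 0% = S1P-stimulated wells and 100% = unstimulated DMSO-only wells; some compounds past the cut are filed as inactive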
Diaph act CS: counter-screen for diaphorase-based assays: diaphorase activators and chemical reducers; Diaphorase/resazurin coupled assay, resorufin fluorescence, 16 min; stronger effect = higher value; 1 = vehicle wells, 0 = NADH-free wells; activation factor at 20 µM; 190,000 compounds, 0.005% hits; AID 1229;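 active = diaphorase activity raised at least twofold by the compound at 20 µM; inactive = activation factor below 2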
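Material: purified diaphorase enzyme from Clostridium kluyveri / Medium: HEPES pH 7.4 buffer with MgCl2 and Tween 20 / Schedule: enzyme reaction of 16 min at room temperature / Measured by: resorufin fluorescence, excitation 544 nm, emission 590 nm / Evaluation: rise in resorufin formation, marking diaphorase activation or chemical reduction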
G6PDH counter: inhibits Leuconostoc G6PDH, flagging false hits in G6PDH-based assays; inhibition, % at 5 µM; Purified L. mesenteroides G6PDH, diaphorase/resazurin coupled fluorescence, 45 min; 200,000 compounds, 0.12% hits
Lmaj promast: reduces viability of Leishmania major promastigotes; resazurin fluorescence viability; inhibition, % at 10 µM; 200,000 compounds, 9% hits; AID 1063;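 also: promastigotes grown with compound for 44 hours at 28 °C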
Hsp70 act: Hsp70 transcriptional activation, primary screen; 200,000 compounds, 0.04% hits; HeLa Hsp70 promoter luciferase reporter, luminescence; scaled: vehicle 0, proteasome-inhibitor control 100%; activation, % at 10 µM;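 active = activation above the mean across all tested compounds plus 3 SD, cutoff set per campaign, cut at about 5.5% in these data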;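 also: 100% = MG132 at 30 µM as the positive control and 0% = DMSO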
RAM inhibit: inhibitors of the yeast RAM network | S. cerevisiae dse1pr::URA3 reporter, 5-FOA growth OD615, 2 d; analog-sensitive cbk1-as2 kinase mutant strain | inhibition, % at 50 µM | 190,000 compounds, 1.8% hits;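 active = inhibition above a set limit, 3 SD over mean compound inhibition, cut at about 8.4% in these data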;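 also: 0% = DMSO-only wells with no growth and 100% = 10 µM 1-NA-PP1 full growth; inhibition rescues growth on 5-FOA so higher OD means more RAM inhibition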
The depositor's hits bear a star; · = not tested or not shown. Rule as the data show it, unless noted: active = inhibition above about 50%; inactive = the rest.

(1) COC(=O)C1=C(C)N=c2s/c(=C/c3cccs3)c(=O)n2C1c1cccs1 (stereo unspecified)
(2) CC(=O)N/C(=C\c1ccc(F)cc1)C(=O)NC(Cc1c[nH]c2ccccc12)C(=O)O (stereo unspecified)
(3) CCC(=O)Nc1ccc(Oc2ccc(NC(=O)CC)c(NC(=O)CC)c2)cc1
(4) COc1cc(C)c(/C=C(\C#N)C(=O)Nc2ccc(C)cc2)cc1C(C)C
(5) Cc1ccc(C)c(NC(=O)Cc2ccc(S(=O)(=O)N3CCCCC3)s2)c1
(6) COc1ccc(NC(=O)C/C(C)=N/NC(=O)c2ccncc2)c([N+](=O)[O-])c1
(7) CC(=O)c1cccc(NC(=O)CCS(=O)(=O)c2cccc3nsnc23)c1
(8) COCCCNC(=S)NNC(=O)C1CC1c1ccc(C(C)(C)C)cc1 (stereo unspecified)
assay / entry | 1 | 2 | 3 | 4 | 5 | 6 | 7 | 8
Diaphorase inh | 8 | 14 | -7 | 6 | 9 | 10 | 8 | -4
Redox H2O2 prof | -1.6 | 0.5 | 0.1 | 1.6 | -0.2 | 0.1 | 0.5 | -1.6
PMI act | 1 | 1 | 1.1 | 1 | 1 | 1.1 | 1.3 | 1.1
TLR4 MyD88 comp | 6 | -1 | -3 | 4 | -31 | -17 | -3 | -29
PMI act satM6P | 1 | 1 | 1.1 | 1 | 1 | 1 | 1.3 | 1.1
S1P3 antagonist | -5 | -10 | -15 | -1 | 1 | -20 | · | 0
Diaph act CS | 0.9 | 0.9 | 1.1 | 0.9 | 0.9 | 0.9 | 0.9 | 1
G6PDH counter | 1 | -8 | 3 | -22 | 4 | 3 | 5 | -1
Lmaj promast | 8 | -10 | -4 | -2 | 17 | -5 | -3 | 6
Hsp70 act | -0.2 | -0.3 | 0.1 | -0.3 | 0.2 | 0.5 | -0.7 | -0.3
RAM inhibit | 9.2* | -1.3 | -0.8 | 5.8 | 3.5 | 1.4 | 0.9 | 3.9

(9) CCOC(=O)C(C)(C)NS(=O)(=O)c1ccc(Cl)c([N+](=O)[O-])c1
(10) CC(C)Oc1ccc(C(=O)NC(=S)N2CCOCC2)cc1
(11) CCCc1nc2ccccc2c(C(=O)OC2CCOC2=O)c1CC (stereo unspecified)
(12) CCSc1nnc(-c2cccc(S(=O)(=O)N(C)C)c2)n1-c1cc(OC)ccc1OC
(13) O=C(c1sc2cc([N+](=O)[O-])ccc2c1Cl)N1CCCCC1
(14) Cn1c(=O)c2c(nc(N3CCOCC3)n2CCCNC2=NCCCCC2)n(C)c1=O
(15) Cc1ccc(-c2csc(CC(N)=O)n2)cc1
(16) O=C(Nc1ccccc1-c1ccccc1)NC1CC2CCCC(C1)N2CCc1ccccc1 (stereo unspecified)
assay / entry | 9 | 10 | 11 | 12 | 13 | 14 | 15 | 16
Diaphorase inh | 0 | 6 | 14 | 20 | 10 | 14 | 13 | 14
Redox H2O2 prof | 0.5 | -0.2 | 0.9 | 1.3 | 0.4 | -12 | -0.2 | -0.5
PMI act | 0.9 | 1 | 1 | 1 | 1.1 | 0.9 | 0.9 | 0.9
TLR4 MyD88 comp | 9 | -1 | 0 | 3 | 3 | -14 | -2 | -6
PMI act satM6P | 1 | 1 | 0.9 | 0.9 | 1 | 0.9 | 0.9 | 1
S1P3 antagonist | -20 | -6 | -7 | -2 | 2 | · | -2 | -7
Diaph act CS | 1 | 0.9 | 0.9 | 0.8 | 0.9 | 0.9 | 0.9 | 0.9
G6PDH counter | -2 | 9 | 1 | -1 | 5 | 1 | 3 | -5
Lmaj promast | 6 | -7 | 0 | -4 | -2 | 1 | -7 | 72*
Hsp70 act | -0.3 | -0.2 | -0.4 | -0.3 | -0.4 | -0.3 | -0.1 | -0.5
RAM inhibit | 1.7 | -1.3 | 1.5 | 1.8 | 2.3 | 1.6 | 1.7 | 1.0

Twelve structures from above, sorted by SMILES length, ascending:
(15) Cc1ccc(-c2csc(CC(N)=O)n2)cc1
(10) CC(C)Oc1ccc(C(=O)NC(=S)N2CCOCC2)cc1
(11) CCCc1nc2ccccc2c(C(=O)OC2CCOC2=O)c1CC (stereo unspecified)
(8) COCCCNC(=S)NNC(=O)C1CC1c1ccc(C(C)(C)C)cc1 (stereo unspecified)
(13) O=C(c1sc2cc([N+](=O)[O-])ccc2c1Cl)N1CCCCC1
(7) CC(=O)c1cccc(NC(=O)CCS(=O)(=O)c2cccc3nsnc23)c1
(4) COc1cc(C)c(/C=C(\C#N)C(=O)Nc2ccc(C)cc2)cc1C(C)C
(16) O=C(Nc1ccccc1-c1ccccc1)NC1CC2CCCC(C1)N2CCc1ccccc1 (stereo unspecified)
(9) CCOC(=O)C(C)(C)NS(=O)(=O)c1ccc(Cl)c([N+](=O)[O-])c1
(12) CCSc1nnc(-c2cccc(S(=O)(=O)N(C)C)c2)n1-c1cc(OC)ccc1OC
assay / entry | 15 | 10 | 11 | 8 | 13 | 7 | 4 | 16 | 9 | 12
Diaphorase inh | 13 | 6 | 14 | -4 | 10 | 8 | 6 | 14 | 0 | 20
Redox H2O2 prof | -0.2 | -0.2 | 0.9 | -1.6 | 0.4 | 0.5 | 1.6 | -0.5 | 0.5 | 1.3
PMI act | 0.9 | 1 | 1 | 1.1 | 1.1 | 1.3 | 1 | 0.9 | 0.9 | 1
TLR4 MyD88 comp | -2 | -1 | 0 | -29 | 3 | -3 | 4 | -6 | 9 | 3
PMI act satM6P | 0.9 | 1 | 0.9 | 1.1 | 1 | 1.3 | 1 | 1 | 1 | 0.9
S1P3 antagonist | -2 | -6 | -7 | 0 | 2 | · | -1 | -7 | -20 | -2
Diaph act CS | 0.9 | 0.9 | 0.9 | 1 | 0.9 | 0.9 | 0.9 | 0.9 | 1 | 0.8
G6PDH counter | 3 | 9 | 1 | -1 | 5 | 5 | -22 | -5 | -2 | -1
Lmaj promast | -7 | -7 | 0 | 6 | -2 | -3 | -2 | 72* | 6 | -4
Hsp70 act | -0.1 | -0.2 | -0.4 | -0.3 | -0.4 | -0.7 | -0.3 | -0.5 | -0.3 | -0.3
RAM inhibit | 1.7 | -1.3 | 1.5 | 3.9 | 2.3 | 0.9 | 5.8 | 1.0 | 1.7 | 1.8

(6) COc1ccc(NC(=O)C/C(C)=N/NC(=O)c2ccncc2)c([N+](=O)[O-])c1
(2) CC(=O)N/C(=C\c1ccc(F)cc1)C(=O)NC(Cc1c[nH]c2ccccc12)C(=O)O (stereo unspecified)
assay / entry | 6 | 2
Diaphorase inh | 10 | 14
Redox H2O2 prof | 0.1 | 0.5
PMI act | 1.1 | 1
TLR4 MyD88 comp | -17 | -1
PMI act satM6P | 1 | 1
S1P3 antagonist | -20 | -10
Diaph act CS | 0.9 | 0.9
G6PDH counter | 3 | -8
Lmaj promast | -5 | -10
Hsp70 act | 0.5 | -0.3
RAM inhibit | 1.4 | -1.3

(next part)
(17) Cc1cc(NC(=O)CSc2nnc(COc3ccccc3)n2Cc2ccco2)no1
(18) CCOC(=O)C1(Cc2ccccc2)CCN(Cc2ccc(COC)o2)CC1
(19) CC(OC(=O)c1nsc(Cl)c1Cl)C(=O)NCc1cccs1 (stereo unspecified)
(20) CCOc1ccc(C(=O)Nc2ncccc2Cl)cc1
(21) COC(=O)C1=C(COc2ccc(F)cc2)NC(=O)NC1c1ccc(C)cc1C (stereo unspecified)
(22) Cc1nn(C)c(Cl)c1CN1CCC(CO)(CC2CCCCO2)CC1 (stereo unspecified)
(23) Cc1cc(NC(=S)N(CCCN2CCN(C)CC2)Cc2ccco2)ccc1Cl
assay / entry | 17 | 18 | 19 | 20 | 21 | 22 | 23
Diaphorase inh | -9 | 2 | 12 | -7 | -4 | · | -5
Redox H2O2 prof | -0.1 | -0.8 | 0.1 | -1.5 | -4.7 | 1.1 | -2.7
PMI act | 1.2 | 1 | 0.9 | 1 | 1 | · | 1
TLR4 MyD88 comp | 3 | -2 | 3 | 5 | -7 | -3 | 5
PMI act satM6P | 1.1 | 1.1 | 1 | 1 | 1 | · | 0.9
S1P3 antagonist | -13 | 4 | 15 | -12 | · | -5 | 12
Diaph act CS | 1.1 | 1 | 0.9 | 1.1 | 1 | · | 1.1
G6PDH counter | 14 | 3 | 1 | 7 | 3 | 8 | 3
Lmaj promast | -1 | 11 | -8 | -5 | 8 | -5 | 31
Hsp70 act | -0.4 | -0.2 | -0.5 | 0.3 | -0.3 | -0.3 | -0.1
RAM inhibit | 5.0 | -0.1 | 6.7 | -1.0 | 3.1 | 2.5 | -0.5
